# GPR35 arrestin U2OS: GPR35 antagonists blocking zaprinast-driven arrestin recruitment, primary screen, imaging, U2OS, beta-arrestin-GFP, zaprinast agonist (AID 2058). hit rate 0.052% among 290,000. U2OS GPR35 beta-arrestin-GFP translocation imaging, zaprinast antagonism; higher % means a stronger effect. G-protein coupled receptor 35 (Homo sapiens). inhibition, % at 10 µM, or IC50 in µM where a hit was titrated;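 active = inhibition of at least 50% with at least 30 cells and total cytoplasm GFP at most 10,000,000; inconclusive = under 30 cells or total GFP of 10,000,000 plus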
# West Nile virus CPE: West Nile virus antiviral activity, cell-based, CPE readout (AID 1621); West Nile virus-infected cells, CPE inhibition; higher % means a stronger effect; one-dose CPE inhibition, % at 10 µM; IC50 in µM for titrated hits; hit rate 0.02% among 290,000; in the data active = a potency from the dose series; inconclusive = CPE inhibition mostly from about 3.7% at the one dose, without a potency; inactive = the rest, 99 in 100 with CPE inhibition below about 2.2%; also: strong numbers were not always called active
# Salmonella PhoP GFP: inhibitors of PhoP regulon expression, primary screen, Salmonella Typhimurium, GFP reporter (AID 1863) | S. Typhimurium PhoP-regulated promoter GFP reporter, 4 h; higher % means a stronger effect | inhibition, % at 50 µM, or IC50 in µM where a hit was titrated | hit rate 0.16% among 300,000;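 active = inhibition over 29.93%, a cutoff 3 SD above the screen mean, later confirmed by dose response; inconclusive = inhibition over 29.93% but no dose response follow-up; inactive = inhibition at most 29.93% or unconfirmed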;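 also: 0% = low Mg2+ inducing control and 100% = high Mg2+ repressing control; strong numbers were not always called active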
# KOR beta-arrestin-1: KOR antagonists, beta-arrestin recruitment, cell-based, luminescence, uHTS (AID 1778). Kappa-type opioid receptor (Homo sapiens). KOR beta-arrestin recruitment, luminescence, antagonist mode; higher % means a stronger effect. inhibition, % at 10 µM, or IC50 in µM where a hit was titrated. hit rate 0.091% among 290,000; in the data active = inhibition above about 50%; also: strong numbers were not always called active
# KOR beta-arrestin-2: KOR agonists, beta-arrestin recruitment, primary screen, cell-based, luminescence, uHTS (AID 1777). Kappa-type opioid receptor (Homo sapiens). KOR beta-arrestin recruitment, luminescence; higher % means a stronger effect. activation, % at 10 µM, or EC50 in µM where a hit was titrated. hit rate 0.02% among 280,000; in the data active = activation above about 50%, passing the limit was not always enough; also: a part of the inactive calls stands beside numbers as strong as those of hits
# NTR1 agonist: agonists of NTR1, primary screen, imaging, U2OS cells, beta-arrestin-GFP, high content (AID 493036); Neurotensin receptor type 1 (Homo sapiens), P30989; NTR1-U2OS beta-arrestin-GFP spot imaging, agonist mode; activation, % at 20 µM; hit rate 0.17% among 330,000;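 active = activation at or above 40% of the spot to cytoplasm intensity ratio, with at least 20 cells analyzed; inconclusive = wells under 20 cells, flagged as cytotoxic or low count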;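 also: 0% = DMSO without peptide and 100% = 100 nM NTR1 peptide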
# Target sequence (P30989 whole entry, looked up): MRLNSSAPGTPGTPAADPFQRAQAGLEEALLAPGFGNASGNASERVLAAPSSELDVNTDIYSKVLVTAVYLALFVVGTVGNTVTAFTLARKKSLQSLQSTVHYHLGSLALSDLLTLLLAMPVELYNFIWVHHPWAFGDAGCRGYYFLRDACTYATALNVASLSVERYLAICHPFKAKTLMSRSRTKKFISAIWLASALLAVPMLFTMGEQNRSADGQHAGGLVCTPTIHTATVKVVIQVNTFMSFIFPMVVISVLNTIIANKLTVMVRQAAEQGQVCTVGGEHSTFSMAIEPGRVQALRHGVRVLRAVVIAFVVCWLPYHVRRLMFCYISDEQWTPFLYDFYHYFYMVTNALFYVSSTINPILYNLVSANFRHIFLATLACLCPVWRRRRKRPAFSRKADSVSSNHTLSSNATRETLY
# GPR55 antagonists: GPR55 antagonists blocking LPI-driven arrestin recruitment, primary screen, imaging, U2OS, beta-arrestin-GFP, LPI agonist (AID 2013); G-protein coupled receptor 55 (Homo sapiens); U2OS GPR55 beta-arrestin-GFP translocation imaging, LPI antagonism; higher % means a stronger effect; one-dose inhibition, % at 10 µM; IC50 in µM for titrated hits; hit rate 0.13% among 290,000;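 active = spots per cell inhibited over 60%, with over 100 cells counted and total cytoplasm intensity under 500,000; inconclusive = wells with under 100 cells, flagged as likely toxic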;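 also: U2OS cells stably carrying GPR55 and arrestin-GFP stimulated by 5 µM LPI near EC80; imaged beta-arrestin-GFP aggregate spots per cell after agonist stimulation; plate controls were LPI-stimulated DMSO wells for no effect and DMSO wells without LPI for full effect; some results filed as inactive read as strong as hits; confirmed hits need IC50 under 10 µM and bright autofluorescent wells are also inconclusive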
# T cell HTS: modulators of CD8 T cell-vesicle binding, primary screen, mouse 2C CD8+ T cells, flow cytometry; 2C CD8+ T cell-vesicle binding; hits give low values; calls only at 7 µM; hit rate 0.068% among 330,000; AID 2052, 2009;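 active = response, share of CD8 T cells binding vesicles, and their 90th percentile fluorescence all below set limits, cut at about 80% in these data, passing the limit was not always enough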
#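 incubation = binding step 1.5 h, 37 °C, antibody labelling 20 min, ice | test system = 2C mouse CD8+ T cells | read-out basis = percent CD8+ FL2 mean versus row control | controls = Peptide-free naked vesicles (low) and QL9 vesicles with 0.7% DMSO vehicle (high) | detection = flow cytometry of vesicle-bound cells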
# GPR55 beta-arrestin: GPR55 agonists via beta-arrestin recruitment, primary screen, imaging, U2OS cells, beta-arrestin-GFP redistribution (AID 1961); G-protein coupled receptor 55 (Homo sapiens); U2OS GPR55 beta-arrestin-GFP redistribution imaging; higher % means a stronger effect; one-dose activation, % at 10 µM; EC50 in µM for titrated hits; hit rate 0.048% among 290,000;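 active = activation above 40% with more than 50 cells counted in the well; inconclusive = wells holding fewer than 50 cells, flagged as toxic or sparse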;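 also: U2OS osteosarcoma cells stably expressing GPR55 and beta-arrestin-GFP; plate controls were DMSO negative control for no effect and LPI positive control for full effect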
# T cell HTS vesicle-bound %: recorded beside T cell HTS, whose call it bears; double positive events, %; measured here: CD8+ vesicle-bound cell fraction;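 binding gate set so that unloaded-vesicle control wells show 10% double positive cells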
# NTR1 agonist cell count 20 µM: also measured in NTR1 agonist; calls as there; cell count; measured here: cell count, cytotoxicity flag
# Active calls of the source: *; i = inactive; u = inconclusive; x = no result given; [ ] = remark or other dose.
molecule,T cell HTS vesicle-bound %,NTR1 agonist,NTR1 agonist cell count 20 µM,GPR55 antagonists,Salmonella PhoP GFP,KOR beta-arrestin-1,GPR35 arrestin U2OS,West Nile virus CPE,T cell HTS,GPR55 beta-arrestin,KOR beta-arrestin-2
O=C(/C=C/c1ccc(OCCCF)cc1)NCc1cccc(Cl)c1,52.6,1.2,46,24.8%,-2.8%,7.9%,-3.8%,-0.1%,i,0.1%,2.1%
COc1ccccc1-c1cn(S(=O)(=O)c2ccc(C)cc2)nc1N,46.3,-0.4,52,18.6%,16.6%,29.2%,9.6%,-0.3%,i,0.4%,-2.9%
Fc1ccc(Nc2nnns2)cc1,45.2,0.7,50,1.9%,-2.3%,14.5%,5.4%,-0.1%,i,0.3%,2.4%
COc1cccc(NC(=O)N2CCCC2C(=O)NC2CCCC2)c1 (stereo unspecified),40.2,-0.8,51,-1.8%,8.2%,13.9%,-3.5%,0.2%,i,0.6%,2.3%
CC/C(O)=C1\C(=O)CC(c2ccccc2)CC1=NCCC(=O)O (stereo unspecified),49.3,-1.3,38,4.4%,1.8%,8.6%,-9.3%,0.4%,i,-0.2%,-2.4%
O=C(CSc1nnc(CNC(=O)c2ccccc2F)o1)NCC1CCCO1 (stereo unspecified),8.9,-2.9,78,-3.9%,-5.3%,16.0%,6.9%,0.8%,i,0.0%,-1.6%
CCC(=O)NC(Nc1nc(C)cs1)(C(=O)OC)C(F)(F)F (stereo unspecified),35.4,0.4,51,5.5%,4.9%,23.0%,-2.4%,0.2%,i,0.4%,0.4%
O=C(NCCc1ccncc1)Nc1ccccc1Cl,21.8,1.0,53,0.7%,24.6%,12.4%,-7.4%,-0.1%,i,-0.1%,-3.9%
COc1ccc(CCN(C)CCC(=O)Nc2cccc(C)c2)cc1OC,45.0,-1.0,57,11.8%,-8.3%,-19.2%,2.4%,-0.6%,i,-0.1%,-1.9%
CC(C)(C)S(=O)(=O)c1ccc2nc3c(n2c1)CCCC3,57.5,1.3,57,6.2%,-6.4%,19.8%,9.5%,-1.0%,i,0.0%,0.9%
Oc1ccccc1Oc1ncc(Br)c(Cl)n1,15.4,-0.7,44,4.5%,3.1%,-17.1%,-14.5%,-1.2%,i,-0.1%,-1.2%
CC(=O)c1ccc(N2CCN(C(=O)CCC(=O)c3cccs3)CC2)cc1,19.2,0.4,35,16.4%,4.8%,14.7%,1.1%,0.2%,i,0.2%,-3.0%
Cc1cc(S(=O)(=O)NCC(c2ccccc2)c2ccccc2)ccc1-n1cnnn1,34.3,6.1,66,-6.4%,1.2%,-4.1%,6.3%,-0.2%,i,0.3%,3.0%
CC(=O)c1cccc(NC(=O)N2CCCC2C(=O)NCc2ccc(C)cc2)c1 (stereo unspecified),35.4,3.0,63,15.1%,6.9%,13.6%,8.6%,-0.2%,i,1.0%,-2.0%
O=[N+]([O-])c1c(NCCCO)cc(Sc2ccc(Cl)cc2)c2nonc12,24.0,x,x,8.2%,-10.2%,25.4%,-19.4%,-1.6%,i,0.2%,-5.6%
CCOC(=O)c1[nH]cnc1C(=O)Nc1cccc(Cl)c1,57.7,2.0,55,-2.4%,-8.3%,-21.3%[20 µM],-11.5%,0.4%,i,0.5%,-1.8%
Cc1cc(C)c(S(=O)(=O)NC2CC2)c(C)c1,60.1,1.5,65,24.6%,-1.1%,22.9%,-1.6%,-0.6%,i,0.0%,1.7%
CCCC(C(=O)O)N1C(=O)/C(=C2\C(=O)N(C)c3ccccc32)SC1=S (stereo unspecified),26.8,x,x,28.9%,x,-7.9%,1.3%,x,i,0.3%,2.5%
CN(CC(=O)NC1CCCCC1)S(=O)(=O)c1ccc2c(c1)c(=O)n(C)c(=O)n2C,4.2,-1.3,62,-4.6%,8.4%,8.5%,7.7%,0.2%,i,-0.2%,-1.8%
C=CCc1ccccc1OCC(O)CN1CCN(CCO)CC1 (stereo unspecified),31.3,-0.6,43,17.7%,-5.0%,-22.0%,2.1%,-0.1%,i,0.0%,-2.3%
CCc1ccc(N(C(=O)Cn2nnc(-c3ccccc3)n2)C(C(=O)NC2CCCCC2)c2ccccn2)cc1 (stereo unspecified),45.8,1.3,43,4.0%,5.3%,-10.9%,7.5%,-0.6%,i,-0.3%,2.0%
O=C(NCCS(=O)(=O)c1ccc(Br)cc1)c1ccccc1Cl,5.8,0.7,68,13.8%,4.1%,2.9%,7.2%,-0.9%,i,-0.1%,-1.4%
CCOC(=O)CN1C(=O)N[C@@H](c2cccc(F)c2)C(C(C)=O)=C1C,19.3,-0.1,65,x,0.8%,x,x,-0.6%,i,x,x
COc1ccccc1-n1cc(CN2CCN(CC=C(C)C)C(CCO)C2)cn1 (stereo unspecified),45.0,0.7,56,3.2%,-4.2%,33.2%,15.7%,-0.7%,i,0.0%,-0.6%
Cc1nc2c(-c3ccc(F)cc3)c(C)nn2c(C)c1CCC(=O)N1CCC(Cc2ccccc2)CC1,31.9,7.0,70,-7.9%,6.6%,-3.7%,9.0%,0.1%,i,0.7%,2.1%
COc1cccc(N2C(=O)C3CC=C(Cl)CC3C2=O)c1 (stereo unspecified),21.2,0.1,64,10.3%,3.3%,-6.8%,-4.6%,1.1%,i,0.0%,-4.0%
O=C(N/N=C/c1cccn1-c1ccc([N+](=O)[O-])cc1)C(O)c1ccccc1 (stereo unspecified),64.5,-1.9,44,16.8%,29.4%,6.7%,2.2%,-0.2%,i,-0.3%,-5.4%
S=C(NCCc1ccccc1)Nc1ccc(Cl)cc1Cl,33.8,9.1,40,2.7%,-2.5%,9.7%,-0.7%,-0.3%,i,0.7%,-1.1%
CCOC(CNC(=O)Cn1nc(Cc2ccncc2)c2ccccc2c1=O)OCC,45.1,-0.7,55,3.9%,1.1%,22.2%,3.8%,-0.4%,i,0.3%,2.5%
Cc1nnc(SCC(=O)Nc2nccs2)n1C(C)C,22.0,0.6,54,9.3%,-8.2%,10.9%,9.1%,-0.2%,i,-0.2%,-2.4%
Cc1cc(NC(=O)Nc2ccc(Cl)cc2)n(-c2ccccc2)n1,32.6,2.7,51,17.1%,-9.6%,11.7%,-8.9%,-0.1%,i,0.5%,0.3%
COc1cccc(NC(=S)/C(=C(\[O-])c2cc(C)n(-c3ccccc3F)c2C)[n+]2ccc(N(C)C)cc2)c1,14.8,-1.7,93,10.9%,11.2%,2.4%,6.8%,-0.6%,i,0.3%,7.7%
Cc1cc(C)nc(NC(=O)/C=C/c2ccc(Cl)cc2Cl)c1,49.4,4.3,51,8.8%,-2.4%,4.9%,-4.2%,x,i,-0.1%,-4.2%
CC(C)(C)c1ccc(OCC(=O)O/N=C(\N)c2ccncc2)cc1,12.5,5.1,46,6.9%,12.3%,-8.3%,-6.5%,-0.3%,i,-0.1%,6.5%
COc1cccc(CN(CC(=O)NC2CCCCC2)C(=O)c2csnn2)c1,23.9,1.5,53,-1.6%,-2.2%,11.8%,15.0%,0.2%,i,-0.4%,3.7%
O=C(NCCO)C(=O)Nc1cc2c3c(c1)CCN3C(=O)CC2,21.5,-0.7,71,-1.6%,-0.6%,0.8%,-5.7%,0.3%,i,-0.1%,-5.9%
O=[N+]([O-])c1ccc(Cl)cc1N/N=C/c1ccncc1,37.1,1.0,55,5.4%,4.8%,-28.0%[20 µM],14.8%,-0.2%,i,0.5%,-0.4%
COc1ccc(N=Cc2nc(-c3ccco3)oc2O)cc1,50.1,0.2,45,-4.7%,1.0%,-23.7%,-5.2%,0.2%,i,-0.1%,-0.2%
Cc1ccc(-c2csc3nc4cc(C(N)=O)ccc4c(=O)n23)cc1,13.9,4.9,85,2.7%,-1.1%,7.8%,2.3%,0.1%,i,-0.1%,0.7%
O=C1CCCc2c1[nH]c1ccc(CN3CCCCC3)cc21,x,-0.2,60,8.5%,12.7%,4.6%,-3.2%,u,x,-0.2%,-6.1%
O=C(NCc1ccc(N2CCCC2=O)cc1)C1CCC(=O)N(Cc2ccccc2F)C1 (stereo unspecified),29.1,5.0,74,14.7%,-0.2%,19.0%,-1.9%,-0.6%,i,-0.1%,1.5%
NC(=O)CNC(=O)[C@@H]1CC2(CC(c3ccc(Cl)cc3)=NO2)CN1C(=O)c1ccc(Br)cc1 (stereo partly specified),25.5,-0.5,89,6.8%,-2.7%,-15.0%,2.6%,0.4%,i,-0.1%,4.8%
COc1ccc2cc(C(=O)N3CCN(Cc4ccc5c(c4)OCO5)CC3)[nH]c2c1,27.7,-0.8,75,3.7%,6.2%,-20.4%,20.0%,-0.9%,i,-0.1%,3.4%
CC(=O)C1=C(c2ccccc2)NC(=O)NC1c1ccc2c(c1)OCO2 (stereo unspecified),30.9,0.4,59,-18.3%,-3.7%,-33.9%[20 µM],19.7%,-0.9%,i,-0.1%,-3.4%
Cc1cc(C)nc(SCCN2CCOCC2)n1,53.2,0.0,45,8.6%,7.3%,15.5%,-3.0%,0.0%,i,-0.2%,-10.3%
Cc1nc2sc(C(c3ccc(Cl)cc3)N3CCOCC3)c(O)n2n1 (stereo unspecified),21.6,-7.6,40,1.5%,-14.5%,-1.5%,19.5%,0.3%,i,0.0%,0.7%
CCN(CC)CCNC(=O)CCCCCn1c(=O)[nH]c2cc(C(=O)OC)ccc2c1=O,46.5,-1.1,85,-3.4%,-0.5%,-5.0%,8.7%,-0.2%,i,0.2%,-4.4%

# Screening data from PubChem.

# Not a hit list. Share with any hit: about 0.62%.
